Avidin bead fluor = compound fluoresces at 488/530 nm on avidin beads. fluorescence (KMESF) at 10 µM. compound fluorescence 488/530 nm, flow cytometry; stronger effect = higher value. hit rate 0.38% among 220,000; in the data active = fluorescence above about 47; note: inactives centre near 10
Rac1 wt GTP bind = human Rac1 wildtype GTP binding, inhibitors and activators; GST-Rac1 beads, fluorescent GTP binding, flow cytometry; actives lie on both sides; 0 = cold GTP competed, 100 = untreated; GTP binding activity (% of control), % at 10 µM; hit rate 0.27% among 190,000; AID 757;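 active = GTP binding activity at least 20 points away from the 100% control level, either lower or higher; inconclusive = compound flagged as likely green fluorescent, judged across all proteins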
HRas wt GTP = human HRas wildtype GTP binding, change in either direction; GTP binding activity, % at 10 µM; hit rate 0.14% among 190,000; P01112; GST-Ras wt beads, Bodipy-FL-GTP binding, flow cytometry; actives lie on both sides;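 active = GTP binding activity at least 20% away from the 100% baseline, either lowered as inhibitor or raised as activator; inconclusive = flagged as likely green fluorescent, judged across all proteins in the well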;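 note: 0% = unlabeled GTP competition control and 100% = no-compound control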
Target sequence (P01112 whole entry, looked up): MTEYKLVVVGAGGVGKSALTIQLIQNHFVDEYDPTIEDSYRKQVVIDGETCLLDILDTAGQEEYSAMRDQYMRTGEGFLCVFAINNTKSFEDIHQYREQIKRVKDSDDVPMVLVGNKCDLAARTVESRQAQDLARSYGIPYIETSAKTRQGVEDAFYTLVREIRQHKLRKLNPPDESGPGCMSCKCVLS
GSH fluor = compound fluoresces at 488/530 nm on GSH beads; GSH beads flow cytometry, compound fluorescence 488/530 nm; stronger effect = higher value; hit rate 0.25% among 190,000; AID 1776; fluorescence (KMESF) at 10 µM; in the data active = fluorescence above about 89;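 note: glutathione beads carrying GST-tagged Bcl family fusion proteins plus one bare bead set; values are compound well signal with DMSO vehicle wells as background; inactives centre near 16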
Rab7 wt modul = modulators of GTP binding to dog Rab7 wildtype GTPase. GST-Rab7 beads, fluorescent GTP binding, flow cytometry; actives lie on both sides; untreated = 100%, excess cold GTP = 0%. GTP binding activity (percent of control), % at 10 µM. hit rate 0.055% among 190,000. AID 758;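 active = fluorescent GTP binding to Rab7 beads changed by at least 20 points from the 100% baseline, either direction, mostly lower; inconclusive = compound itself probably fluorescent, or too few beads counted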;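 note: median green fluorescence of bound Bodipy-FL-GTP per Rab7 bead population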
Pf gametocyte = P. falciparum stage V gametocyte viability inhibition; hit rate 0.065% among 150,000; P. falciparum stage V gametocytes, ATP luminescence, 24 h; inhibition, % at 10.9 µM;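 active = inhibition above the mean plus 3 SD of compounds within the control limits, set per campaign, cut at about 38% in these data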;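 note: 0% = DMSO wells and 100% = medium only without gametocytes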
Rab2A wt mod = changes GTP binding to wildtype dog Rab2A, up or down | GST-Rab2 wt beads, Bodipy-GTP binding, flow cytometry | hit rate 0.19% among 190,000 | P61105 | GTP binding activity, % at 10 µM;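 active = GTP binding activity at least 20 points away from 100%, either lowered or raised; inconclusive = signal likely due to the compound's own green fluorescence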;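 note: 0% = beads with excess unlabeled GTP and 100% = no-compound control corrected for plate trend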
Mcl1-Noxa inh = disrupts binding of human Mcl-1 to Noxa peptide; Q07820; hit rate 1.5% among 220,000; inhibition, % at 21.7 µM; TR-FRET Mcl-1/Noxa peptide binding, 2 h;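 active = compounds that cut the protein-peptide binding signal by more than 50% relative to plate controls in a single-dose test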;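 note: His-tagged Mcl-1 with rhodamine Noxa BH3 peptide and terbium anti-His antibody; 0% = Mcl-1 plus Noxa peptide wells and 100% = peptide-only wells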
Target sequence (Q07820 whole entry, looked up): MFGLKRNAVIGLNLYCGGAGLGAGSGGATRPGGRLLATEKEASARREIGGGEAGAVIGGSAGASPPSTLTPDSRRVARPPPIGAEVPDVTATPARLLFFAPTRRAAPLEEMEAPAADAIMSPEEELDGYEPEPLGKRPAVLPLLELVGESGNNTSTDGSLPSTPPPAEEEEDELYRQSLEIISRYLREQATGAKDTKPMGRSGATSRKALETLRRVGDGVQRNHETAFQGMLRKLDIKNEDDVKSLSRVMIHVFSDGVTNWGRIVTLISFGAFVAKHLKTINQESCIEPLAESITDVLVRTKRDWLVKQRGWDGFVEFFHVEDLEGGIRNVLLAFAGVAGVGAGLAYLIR
Mcl1 Bid PPI = Mcl-1/Bid interaction inhibition. Q07820. hit rate 0.97% among 220,000. TR-FRET Mcl-1/Bid-Dy647 peptide binding, 1536-well. inhibition, % at 21.7 µM. AID 1021;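 active = compounds that cut the binding signal by more than half at the single screening dose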;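 note: His-tagged Mcl-1 with europium anti-His antibody binding Bid BH3 peptide; 0% = Mcl-1 plus peptide wells and 100% = peptide-only wells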
Rac1 mut GTP = alters GTP binding to activated mutant human Rac1; P63000; GST-Rac1 activated beads, fluorescent GTP binding, flow cytometry; actives lie on both sides; 100% means binding = to untreated wells; percent activity (GTP binding), % at 10 µM; hit rate 0.11% among 190,000; AID 764;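 active = GTP binding at least 20 percentage points away from the 100% baseline, in either direction, so actives lie on both sides; inconclusive = Compound likely fluorescent itself, or too few beads counted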
Cdc42 wt GTP = modulators (inhibitors or activators) of GTP binding to human Cdc42 wildtype | percent activity (GTP binding), % at 10 µM | GST-Cdc42 beads, Bodipy-GTP binding, flow cytometry; actives lie on both sides | AID 761 | hit rate 0.2% among 190,000;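 active = percent activity GTP binding at least 20 points away from the 100% baseline, either down as inhibitor or up as activator; inconclusive = compound flagged as likely green fluorescent from well-wide comparison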;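 note: median bead fluorescence of bound Bodipy-FL-GTP at 100 nM; 0% = excess unlabeled GTP control and 100% = no compound control; below 100% means less GTP binding so inhibitor and above means activator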
Target sequence (P60953 whole entry, looked up): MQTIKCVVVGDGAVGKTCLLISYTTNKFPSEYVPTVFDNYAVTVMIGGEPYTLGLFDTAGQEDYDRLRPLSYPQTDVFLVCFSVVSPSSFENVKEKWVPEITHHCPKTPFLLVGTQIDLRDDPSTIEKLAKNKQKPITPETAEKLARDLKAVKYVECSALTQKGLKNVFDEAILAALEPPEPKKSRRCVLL
* marks the source's active call; other numbers are inactive results; ? = inconclusive; / = no result given.

SMILES	Avidin bead fluor	Rac1 wt GTP bind	HRas wt GTP	GSH fluor	Rab7 wt modul	Pf gametocyte	Rab2A wt mod	Mcl1-Noxa inh	Mcl1 Bid PPI	Rac1 mut GTP	Cdc42 wt GTP
CC(=O)NC1=NC(=O)/C(=C/N2CCOCC2)S1	13	102.0	101.0	21	100.0	/	102.0	-1.7	-42.0	100.0	101.0
O=[N+]([O-])c1ccc(-c2cn(-c3ccccc3F)c(=S)[nH]2)cc1	10	100.0	101.0	13	101.0	2.3	100.0	42.6	-15.3	94.0	102.0
Cc1ccc(OCC(=O)Nc2ccc3c(c2)CCC3)c([N+](=O)[O-])n1	24	?	?	11	?	-14.5	?	1.4	-10.2	?	?
Cn1ncc(Br)c1C(=O)N1CCN(C(=O)c2ccco2)CC1	13	102.0	100.0	13	98.0	-19.1	96.0	21.1	-25.4	99.0	102.0
C/C(CC(=O)N1CCN(C=O)CC1)=N\NC(=O)c1ccc(Cl)cc1	10	104.0	99.0	12	102.0	/	100.0	-10.2	-30.6	98.0	98.0
CC1(C)CC(N(Cc2ccccc2)C(=O)Cc2ccccc2)CCO1 (centres undefined)	11	99.0	97.0	10	101.0	/	96.0	13.2	-27.9	97.0	97.0
COc1ccccc1C(CC(=O)Nc1nccs1)c1ccco1 (centres undefined)	32	103.0	98.0	20	100.0	/	100.0	-5.7	-2.5	100.0	104.0
CCOC(=O)c1c(C)[nH]c(C)c1-c1ccccc1OC	9	101.0	101.0	18	102.0	-7.4	102.0	9.5	-10.6	98.0	100.0
COc1ccc(/C=N/NC(=O)CCc2c(C)n[nH]c2C)cc1O	6	104.0	101.0	32	97.0	2.9	97.0	20.2	-5.4	100.0	102.0
Cn1cccc1Cc1nnc(SCC(=O)N2CCN(c3ccccc3)CC2)n1-c1ccc(F)cc1	9	105.0	103.0	10	101.0	/	102.0	-0.9	-30.1	98.0	101.0
Cc1nnc(SCC(=O)NCCN2C(=O)CSC2=O)s1	8	107.0	103.0	41	104.0	/	102.0	-5.5	-36.4	99.0	104.0
COc1ccc(CNC(=O)C2CCNCC2)cc1	5	95.0	98.0	51	98.0	-54.1	96.0	4.5	-38.5	95.0	102.0
c1ccc(Cn2nnc3c(N4CCc5ccccc5C4)ncnc32)cc1	8	97.0	96.0	5	95.0	/	94.0	12.0	-11.0	94.0	97.0
COc1ccc(CCNC(=O)CSc2nnc(-c3cccc(F)c3)o2)cc1OC	8	?	?	20	?	6.7	?	-2.8	-5.7	?	?
COc1ccccc1NC(=O)Cn1cc(C(=O)c2ccco2)c2ccccc21	8	95.0	95.0	16	92.0	-12.0	92.0	5.2	-32.3	95.0	98.0
O=C(NCCc1ccccc1)c1ccc(-c2ccccc2Cl)o1	9	99.0	96.0	18	98.0	/	96.0	-15.8	-3.4	94.0	95.0
COc1ccccc1C(=O)n1nc(-c2ccco2)nc1N	23	109.0	103.0	20	107.0	/	104.0	-8.6	6.0	102.0	103.0
Cc1ccc(Cn2ncc3c(N4CCCC4)ncnc32)cc1	13	110.0	104.0	39	101.0	/	102.0	0.2	-43.5	101.0	107.0
C/C(N)=C(/C#N)C(=O)CSc1n[nH]c(-c2cccs2)n1	9	100.0	96.0	12	97.0	-6.0	96.0	21.4	-32.5	94.0	96.0
O=C1c2cccnc2C(=O)N1Cc1ccc(Cl)cc1	7	104.0	97.0	43	94.0	/	97.0	8.1	-6.1	101.0	100.0
CC(=O)Nc1nc2c(c3c1c(=O)oc1ccccc13)CCCCC2	10	106.0	102.0	9	97.0	/	100.0	-8.2	-39.8	100.0	102.0
O=C(NC1CCCCC1)N1CCCC(c2nc3ccccc3[nH]2)C1 (centres undefined)	7	97.0	102.0	42	99.0	-7.7	100.0	1.3	-11.5	98.0	101.0
COc1cccc(CN2CCN(Cc3ccc(O)cc3)CC2CCO)c1 (centres undefined)	9	97.0	94.0	12	95.0	-5.5	95.0	-7.0	-24.3	96.0	95.0
COc1cc2[nH]ccc(=O)c2cc1OC	13	100.0	99.0	19	104.0	-16.3	99.0	9.2	7.1	98.0	100.0
CC(C)CC(NC(=O)C1CCC(C)CC1)C(=O)Nc1cccnc1 (centres undefined)	12	98.0	99.0	35	96.0	/	95.0	-16.3	-17.4	94.0	98.0

Additional records:
SMILES	Avidin bead fluor	Rac1 wt GTP bind	HRas wt GTP	GSH fluor	Rab7 wt modul	Pf gametocyte	Rab2A wt mod	Mcl1-Noxa inh	Mcl1 Bid PPI	Rac1 mut GTP	Cdc42 wt GTP
COc1cc(NC(=O)Nc2ccc3c(c2)OCO3)cc(OC)c1OC	12	97.0	95.0	15	92.0	-7.4	94.0	22.2	-19.5	96.0	94.0
COc1ccc(C2C(C(=O)c3cccs3)=C(O)C(=O)N2c2nnc(C)s2)cc1OC (centres undefined)	31	102.0	98.0	17	101.0	/	100.0	-38.2	-4.4	100.0	101.0
Cc1cc(C)cc(SCc2noc(C(=O)NCC3CCCO3)c2C(=O)O)c1 (centres undefined)	10	95.0	99.0	43	98.0	3.4	97.0	29.3	15.9	94.0	97.0
COc1ccccc1C(=O)NCCc1nc2ccccc2[nH]1	8	107.0	101.0	4	97.0	/	101.0	5.6	-10.4	102.0	105.0
Cc1ccsc1C(=O)N1CCCC(C(=O)c2cc(F)ccc2F)C1 (centres undefined)	6	100.0	97.0	16	91.0	13.4	94.0	1.9	-71.4	100.0	95.0
O=[N+]([O-])c1cc(S(=O)(=O)Nc2ccccc2)ccc1NCc1ccccc1	15	102.0	102.0	16	98.0	6.4	101.0	13.4	8.1	100.0	101.0
Cc1c(C(=O)Nc2cnccn2)oc2ccccc12	8	106.0	105.0	24	107.0	/	103.0	2.2	-30.8	99.0	103.0
CC(C)c1ccccc1N=C1SCCN1C1CCS(=O)(=O)C1 (centres undefined)	9	101.0	102.0	8	100.0	13.7	100.0	-12.4	-30.0	96.0	95.0
Nc1nc(SCC(=O)Nc2cccc(S(=O)(=O)N3CCCCCC3)c2)n[nH]1	9	94.0	94.0	16	93.0	-8.6	95.0	1.5	-17.1	94.0	94.0
O=C(COC(=O)c1cncc(Br)c1)NCc1ccccc1	24	97.0	95.0	58	95.0	18.4	98.0	16.3	-11.7	94.0	99.0
CC(=O)CSc1ccc(-c2nc3cc(C)c(C)cc3[nH]2)cn1	17	89.0	92.0	10	96.0	-1.2	92.0	13.0	-3.2	92.0	89.0
O=C1CCCC2=C1C(c1cccs1)n1nc(SCc3ccccc3)nc1N2 (centres undefined)	15	96.0	98.0	41	93.0	2.4	96.0	-5.5	-23.8	97.0	97.0
Cc1nnc2sc(SCC(=O)Nc3nccs3)nn2c1=O	17	100.0	99.0	10	99.0	-9.2	96.0	19.6	-33.6	97.0	96.0
Cc1cc(OCCCN2CCN(Cc3ccccc3)CC2)ccc1[N+](=O)[O-]	9	85.0	90.0	17	90.0	-17.2	89.0	27.1	25.4	88.0	86.0
C/C(CC(=O)Nc1cc(Cl)ccc1Cl)=N\NC(=O)c1ccccc1Br	4	101.0	94.0	12	95.0	-0.6	96.0	11.9	8.2	97.0	99.0
O=C(Nc1ccc(-c2noc(COc3ccccc3Cl)n2)cc1)c1ccco1	4	99.0	95.0	20	94.0	-15.8	96.0	3.3	-4.0	98.0	96.0
O=C(CSc1ccc2c(c1)OCCO2)Nc1cccc(S(=O)(=O)N2CCCCC2)c1	7	100.0	97.0	10	96.0	/	99.0	9.2	7.0	98.0	100.0
Fc1ccc(COc2ccccc2-c2ccnc3ncnn23)cc1	9	102.0	97.0	18	100.0	25.0	100.0	-6.1	-10.1	100.0	96.0
COc1cc(C2CC(=O)Nc3ccccc3S2)cc(OC)c1OC (centres undefined)	4	103.0	102.0	33	101.0	-32.7	101.0	-2.3	-5.1	100.0	105.0
O=C(CC(c1ccccc1)c1ccccc1)NCCO	19	106.0	100.0	28	97.0	/	99.0	10.7	-11.6	102.0	105.0
Cc1cc(C)nc(NC(C)(C)C(=O)O)n1	12	96.0	97.0	10	101.0	-2.7	98.0	15.0	-46.0	96.0	99.0
CC(/C=N/n1c(-c2ccco2)n[nH]c1=S)=C\c1ccco1	2	91.0	93.0	11	95.0	-6.4	92.0	42.3	-47.2	92.0	94.0
Cc1cccc(C(c2c(C)nn(-c3ccccc3)c2N)c2c(C)nn(-c3ccccc3)c2N)c1	9	106.0	100.0	11	100.0	-3.4	100.0	-10.8	-20.5	99.0	101.0
Cc1nnc(SCC(=O)N2CCOCC2)c2ccccc12	9	?	?	27	?	/	?	14.8	3.3	?	?
O=C(CC(C(=O)O)c1ccccc1)Nc1cccc2ccccc12 (centres undefined)	6	100.0	95.0	8	101.0	/	94.0	10.6	-23.3	98.0	97.0

(next part)
SMILES	Avidin bead fluor	Rac1 wt GTP bind	HRas wt GTP	GSH fluor	Rab7 wt modul	Pf gametocyte	Rab2A wt mod	Mcl1-Noxa inh	Mcl1 Bid PPI	Rac1 mut GTP	Cdc42 wt GTP
O=C(NCCC1=CCCCC1)c1ccc(F)cc1	4	101.0	101.0	9	99.0	-16.5	98.0	-15.7	-43.8	101.0	101.0
COc1ccc(C(=O)CSC#N)cc1OC	7	89.0	91.0	12	98.0	3.3	93.0	-1.7	-21.9	86.0	88.0
CC(C)(/C=N/NC(=O)CSCc1ccccc1Cl)CCC#N	4	106.0	100.0	19	98.0	10.9	99.0	-4.8	-5.6	98.0	102.0
Cn1nnnc1SCCOc1ccc(C#N)cc1	10	95.0	96.0	53	94.0	-15.4	95.0	13.8	-14.2	95.0	98.0
COc1cc(NC(=O)c2cc(C)nc3ccccc23)cc(OC)c1	7	86.0	83.0	8	96.0	/	85.0	-5.6	-23.0	90.0	81.0
C/C(=N\NC(=O)c1ccccc1)c1ccc2c(c1)OCO2	9	106.0	97.0	45	95.0	9.4	94.0	-11.2	-47.0	95.0	98.0
Cc1ccccc1-n1nnnc1SCC(C)C	11	91.0	96.0	15	104.0	-25.5	93.0	4.8	-16.5	93.0	94.0
CCCn1c(=O)c(C(=O)Nc2ccccc2C(=O)OCC)c(O)c2ccccc21	14	106.0	100.0	56	96.0	/	101.0	12.7	16.0	96.0	101.0
O=C(Nc1nccs1)c1cc(-c2ccccc2)nc2ccccc12	22	110.0	101.0	6	100.0	6.0	100.0	20.4	17.8	103.0	102.0
O=C(Nc1ccccc1N1CCOCC1)c1cc2c(s1)CCCCC2	5	96.0	94.0	10	99.0	-28.4	96.0	1.6	-0.7	94.0	91.0
O=C(/C=C/c1ccc(F)cc1)NC(Cc1c[nH]c2ccccc12)C(=O)O (centres undefined)	6	?	?	14	?	/	?	11.7	-22.7	?	?

Source: PubChem
